Assay outcomes from PubChem BioAssay.
EPAC1 antagonist: qHTS for Antagonist of cAMP-regulated guanine nucleotide exchange factor 3 (EPAC1): primary screen. 0.14% of 360,000 active. Potency, µM (titrated, usually from 115 µM), for the others: at the top dose activity change, negative = inhibition, most hits filed as inhibitors. EPAC1 GEF assay, Rap1b-BODIPY-GDP exchange fluorescence. Rap guanine nucleotide exchange factor 3 (Homo sapiens), O95398. AID 720709, 2013;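 note: potency is the fitted concentration of half-maximal effect; plate controls were vehicle for no effect and positive control for full effect; nearly all actives have a fitted effect of over 50% in size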
PI5P4Ka inh: qHTS for Inhibitors of phosphatidylinositol 5-phosphate 4-kinase (PI5P4K); Phosphatidylinositol 5-phosphate 4-kinase type-2 alpha (Homo sapiens), P48426; PI5P4Kalpha enzyme, ADP-Glo luminescence, 60 min; stronger effect = lower value; max response, %; 1.2% of 330,000 active; AID 652105, 2013; active = max response of -50% or lower; inconclusive = between -30% and -50%; inactive = -30% or higher; note: value at the top dose of about 77 µM; % is set by controls: 0 for no effect and ±100 for the full control effect
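Quantitative HTS of the MLSMR library against PI5P4Kalpha with substrate. ATP added last at 5 microM final; room temperature, 60 minutes. Remaining ATP depleted, ADP converted and read as luminescence.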
PLK1 PBD block: qHTS for Inhibitors of PLK1-PDB (polo-like kinase 1 - polo-box domain): Primary Screen | Serine/threonine-protein kinase PLK1 (Homo sapiens), P53350 | Plk1 PBD binding of FITC phosphopeptide, fluorescence polarization | Potency, µM, for the others: max response, negative = inhibition, hits mostly inhibitors | 2.8% of 360,000 active; note: potency is the fitted concentration of half-maximal effect; series mostly up to about 57 µM; % is set by controls: 0 for no effect and ±100 for the full control effect; nearly all actives have a fitted effect of over 65% in size
WRN helicase inh: qHTS for Inhibitors of WRN Helicase. Bifunctional 3'-5' exonuclease/ATP-dependent helicase WRN (Homo sapiens), Q14191. WRN helicase unwinding, fluorescent forked duplex, kinetic. Potency, µM (top dose mostly 114 µM), for the others: at the highest dose activity change, negative = inhibition, usual class: inhibitors. 0.46% of 360,000 active. AID 651768, 2012; note: potency is the fitted concentration of half-maximal effect; % is set by controls: 0 for no effect and ±100 for the full control effect; nearly all actives have a fitted effect of over 55% in size
Target sequence (Q14191 whole entry, looked up): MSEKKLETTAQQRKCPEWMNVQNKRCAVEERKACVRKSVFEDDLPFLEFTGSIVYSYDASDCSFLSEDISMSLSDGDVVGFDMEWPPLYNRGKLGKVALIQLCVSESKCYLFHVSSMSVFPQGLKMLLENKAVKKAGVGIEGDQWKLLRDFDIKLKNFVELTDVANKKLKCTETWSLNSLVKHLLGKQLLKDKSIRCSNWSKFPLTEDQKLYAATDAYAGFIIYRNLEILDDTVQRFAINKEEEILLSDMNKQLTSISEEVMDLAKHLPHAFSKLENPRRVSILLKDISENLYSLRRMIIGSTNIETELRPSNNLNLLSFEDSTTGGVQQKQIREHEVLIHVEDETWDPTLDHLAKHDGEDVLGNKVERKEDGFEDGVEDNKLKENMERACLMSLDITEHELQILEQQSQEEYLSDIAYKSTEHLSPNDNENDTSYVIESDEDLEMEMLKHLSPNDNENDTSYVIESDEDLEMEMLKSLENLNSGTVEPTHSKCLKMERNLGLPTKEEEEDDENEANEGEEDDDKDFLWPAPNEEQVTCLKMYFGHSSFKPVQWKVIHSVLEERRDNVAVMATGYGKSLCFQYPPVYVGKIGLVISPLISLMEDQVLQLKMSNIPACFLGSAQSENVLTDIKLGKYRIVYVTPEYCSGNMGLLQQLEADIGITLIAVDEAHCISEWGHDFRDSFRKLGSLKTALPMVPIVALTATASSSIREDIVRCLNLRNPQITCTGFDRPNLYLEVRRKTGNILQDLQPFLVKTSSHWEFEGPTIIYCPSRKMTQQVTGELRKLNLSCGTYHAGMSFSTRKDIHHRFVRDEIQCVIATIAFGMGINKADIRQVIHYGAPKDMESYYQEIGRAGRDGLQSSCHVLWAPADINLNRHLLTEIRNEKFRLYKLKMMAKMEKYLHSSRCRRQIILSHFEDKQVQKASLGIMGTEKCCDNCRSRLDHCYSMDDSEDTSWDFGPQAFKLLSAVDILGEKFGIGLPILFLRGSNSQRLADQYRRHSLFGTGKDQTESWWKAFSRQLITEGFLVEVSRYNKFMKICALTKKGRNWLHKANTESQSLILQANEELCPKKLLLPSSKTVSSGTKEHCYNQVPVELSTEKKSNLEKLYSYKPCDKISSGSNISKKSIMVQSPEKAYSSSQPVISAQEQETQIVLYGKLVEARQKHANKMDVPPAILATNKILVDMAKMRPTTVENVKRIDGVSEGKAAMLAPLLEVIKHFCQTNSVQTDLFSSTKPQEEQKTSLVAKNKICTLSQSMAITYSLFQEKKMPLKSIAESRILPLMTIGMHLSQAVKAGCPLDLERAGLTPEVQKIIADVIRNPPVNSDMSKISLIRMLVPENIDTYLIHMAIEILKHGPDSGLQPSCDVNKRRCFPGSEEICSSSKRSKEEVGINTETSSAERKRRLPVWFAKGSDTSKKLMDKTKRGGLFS
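WRN at 20 nM final was preincubated with compound for 15 min at room temperature; reaction started with 100 nM forked duplex oligonucleotide carrying fluorophore and quencher plus 2 mM ATP (final). Unwinding followed kinetically by red fluorescence (ex 525/em 598 nm).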
EPAC2 agonist: qHTS for Agonist of cAMP-regulated guanine nucleotide exchange factor 4 (EPAC2): primary screen | Rap guanine nucleotide exchange factor 4 (Homo sapiens), Q8WZA2 | EPAC2 activation, biochemical qHTS; response scale: 100% = 6.5 mM cAMP response | Potency, µM (series often up to 154 µM), for inactives: top-dose activation, actives largely listed as activators | 0.079% of 360,000 active | AID 720711, 2013; note: potency is the fitted concentration of half-maximal effect; nearly all actives have a fitted effect of over 50% in size
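qHTS, titration series. 100 nM EPAC2 / 250 nM Rap1B-BODIPY-GDP / 50 uM GDP; RT; ex 480/em 540 nm, 5-min reads to 30 min. Norm. to 6.5 mM cAMP = activation.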
EPAC1 ag: qHTS for Agonist of cAMP-regulated guanine nucleotide exchange factor 3 (EPAC1): primary screen. Potency, µM (top dose mostly 154 µM), for the others: top-dose activation, actives largely listed as activators. EPAC1 agonist qHTS, biochemical assay; response scale: 100% = response to 6.5 mM cAMP. 0.073% of 360,000 active. AID 720707, 2013; note: potency is the fitted concentration of half-maximal effect; nearly all actives have a fitted effect of over 60% in size
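EPAC1 100 nM, Rap1B–BODIPY-GDP 250 nM, unlabeled GDP 50 uM; compound titration; 5 min RT; kinetic read ex480/em540 at 5-min intervals ×30 min; data normalized to 6.5 mM cAMP agonist control.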
IL-2 act: qHTS of IL-2 Activators. IL-2 activation reporter assay, cell-based qHTS; stimulated with anti-CD3/CD4/CD28 beads; in transgenic mouse T cells. AID 652025, 2013. activation, % (series mostly up to about 46 µM). 0.065% of 360,000 active; in the data active = activation above about 50%; inconclusive = mostly about 30% to 49%; note: 0% is about no effect
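Unstimulated transgenic mouse T cells; 60-min compound exposure; bead-based TCR/CD4/CD28 stimulation; 18 h culture, 37 degrees C; dual fluorescence (EGFP, DsRed) plate cytometry.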
CCT modulator: High-Throughput Screening for Modulators of Cytosolic Chaperonin Activity; 0.3% of 360,000 active; purified chaperonin ATPase assay, HTRF ADP detection, 30 min; activity change, % (no concentration beside the values), hits read low; in the data active = activity change below about -30%; note: % is set by controls: 0 for no effect and ±100 for the full control effect
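We incubate TRiC, 40 or 20 nM final, with library compounds at 76 uM and 10 uM ATP for 30 min at 37 °C. ADP formed is detected with Transcreener HTRF reagents after 30 min at room temperature.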
* marks the source's active call; other numbers are inactive results; ? = inconclusive; . = no result given; [ ] = remark or other dose. Unless noted, calls come from the whole dose curve; as a rule, active = well fitted curve in the direction sought with a large enough effect; inconclusive = small, poorly fitted or top-dose-only effect, or another doubt; inactive = no such curve, though single readings can be large; an effect the other way counts as inactive or inconclusive.

SMILES	EPAC1 antagonist	PI5P4Ka inh	PLK1 PBD block	WRN helicase inh	EPAC2 agonist	EPAC1 ag	IL-2 act	CCT modulator
COc1ccc(C2C(C(=O)N3CCCCC3)c3ccccc3C(=O)N2C)cc1 (stereo not given)	10.3%	0.2	0.4%	-2.5%	3.4%	-1.7%	-1.0	1.7
CC(CN1CCOCC1)OC(=O)C1COc2ccccc2O1 (stereo not given)	8.7%	3.7	-18.8%	4.1%	3.6%	7.7%	-3.2	2.6
CC(C)N1CCC(N2CCN(C3CCCCCC3)CC2CCO)CC1 (stereo not given)	1.4%	0.1	-3.5%	-0.1%	11.0%	-0.7%	0.7	-2.9
CCOC(=O)N1CCN(CCC(=O)c2ccc(OC)cc2)CC1	-15.6%	2.1	-20.3%	-7.6%	11.4%	1.7%	-4.0	1.6
COc1cccc(-c2ccc3ncnc(NCc4cccc(C)c4)c3c2)c1	-13.9%	.	.	.	8.1%	-0.5%	-0.2	.
Cc1cc(C)n2nc(SCC(=O)Nc3ccc(F)cc3)nc2n1	4.0%	-0.3	?	0.4%	4.0%	-3.5%	0.4	-8.8
COc1ccc(NC(=O)CN(C)C(=O)Cc2ccc(-c3ccccc3)cc2)cc1	2.8%	-27.1	-5.8%	-5.7%	-2.0%	-0.3%	1.4	2.6
NC(=O)C1CCN(CCC(=O)Nc2ccc3c(c2)CCC3)CC1	14.3%	.	-9.3%	1.4%	4.6%	7.2%	-0.1	-3.3
COC(=O)CC1C(=O)NCCN1C(=O)CSc1nc2ccc([N+](=O)[O-])cc2s1 (stereo not given)	-10.9%	-1.3	-15.2%	-7.6%	-0.3%	4.6%	0.3	-0.3
CC(C)c1nnc(-c2ccc(Cl)cc2)c(N(C)C)n1	0.0%	.	-7.4%	6.5%	-1.0%	0.0%	-2.0	-1.3

Taken from the results shown, 5 compounds:
SMILES	EPAC1 antagonist	PI5P4Ka inh	PLK1 PBD block	WRN helicase inh	EPAC2 agonist	EPAC1 ag	IL-2 act	CCT modulator
COc1ccc(C2C(C(=O)N3CCCCC3)c3ccccc3C(=O)N2C)cc1 (stereo not given)	10.3%	0.2	0.4%	-2.5%	3.4%	-1.7%	-1.0	1.7
CC(CN1CCOCC1)OC(=O)C1COc2ccccc2O1 (stereo not given)	8.7%	3.7	-18.8%	4.1%	3.6%	7.7%	-3.2	2.6
CC(C)N1CCC(N2CCN(C3CCCCCC3)CC2CCO)CC1 (stereo not given)	1.4%	0.1	-3.5%	-0.1%	11.0%	-0.7%	0.7	-2.9
CCOC(=O)N1CCN(CCC(=O)c2ccc(OC)cc2)CC1	-15.6%	2.1	-20.3%	-7.6%	11.4%	1.7%	-4.0	1.6
COc1cccc(-c2ccc3ncnc(NCc4cccc(C)c4)c3c2)c1	-13.9%	.	.	.	8.1%	-0.5%	-0.2	.

More results
SMILES	EPAC1 antagonist	PI5P4Ka inh	PLK1 PBD block	WRN helicase inh	EPAC2 agonist	EPAC1 ag	IL-2 act	CCT modulator
CC1(C)Nc2ccccc2N(CCC(=O)N2CCOCC2)C1=O	0.0%	-2.2	4.6%	-5.3%	2.3%	8.4%	-0.1	0.4
Cc1ccc(SCCN2CCN(C)CC2)cc1	-11.2%	-2.2	-15.4%	1.9%	1.2%	3.5%	-3.0	0.9
Cc1cccc(-c2noc(-c3ccccc3C(=O)NCc3ccco3)n2)c1	-12.4%	-5.6	-18.0%	?	19.1%	-6.8%	-1.0	0.6
Cc1nc2ccc(S(=O)(=O)NC(C(=O)Nc3nccs3)C(C)C)cc2s1 (stereo not given)	1.2%	-3.9	-25.7%	-2.9%	4.0%	-17.4%	-1.8	0.1
N#Cc1ccc(C(=O)Nc2nc3ccccc3[nH]2)cc1	21.5%	-6.3	-2.9%	0.3%	7.1%	0.3%	0.5	-6.5
CCCCOc1ccc(C(=O)OC(C)CN(C)C)cc1 (stereo not given)	4.6%	.	-2.6%	0.7%	4.3%	0.8%	-0.2	1.9
CC1(/[N+]([O-])=C/c2ccc(Cl)cc2Cl)CCCCC1=O (stereo not given)	6.2%	-4.6	3.7%	-3.4%	11.9%	3.2%	-0.3	-2.5
O=C(COC(=O)c1ccc(F)cc1F)NC(=O)Nc1ccc2c(c1)OCCO2	-6.0%	0.0	-0.1%	-9.7%	-4.5%	8.4%	1.5	1.8
CC1=C(C(=O)N2CCOCC2)C(c2ccc(OC(F)F)cc2)NC(=S)N1c1ccccc1 (stereo not given)	-8.5%	1.0	?	4.7%	8.5%	4.6%	-1.1	-1.8
COc1ccc(C(C)=O)cc1COC(=O)c1ccc(N)c([N+](=O)[O-])c1	-8.6%	-11.3	-6.6%	-8.6%	3.3%	5.2%	-4.6	-1.9
O=C(NCCCN1CCOCC1)c1ccc(NC(=O)C2COc3ccccc3O2)cc1 (stereo not given)	-4.6%	0.4	-6.4%	5.5%	1.9%	4.2%	3.2	0.3
O=C(Nc1cc(C(F)(F)F)ccc1N1CCOCC1)c1ccccc1	2.2%	.	0.1%	5.5%	2.7%	5.7%	-1.9	0.1
CCc1nc2c(OCC3COc4ccccc4O3)cccn2c1N(C)C(=O)c1ccc(OC)cc1 (stereo not given)	3.5%	-1.5	8.3%	-10.1%	4.6%	2.7%	0.2	-1.2
CSCCC1NC2(C(=O)Nc3c2ccc(Cl)c3C)[C@@H]2C(=O)N(C3CCCC3)C(=O)[C@H]12 (stereo not given in full)	-7.0%	.	-11.8%	-13.5%	17.0%	25.5%	-1.4	0.1
COc1ccc(Nc2nc3cc(C)ccc3cc2C#N)c(OC)c1	-4.1%	-1.7	-11.3%	-3.7%	2.5%	-3.5%	1.2	-1.5
Cc1nc(SCc2nc3ccc([N+](=O)[O-])cc3[nH]2)c2oc3ccccc3c2n1	-9.4%	.	.	.	11.2%	-0.5%	-2.4	.
CCCN1CCCC[C@H]1C(=O)Nc1c(C)cccc1C	21.8%	1.0	-1.1%	0.2%	0.7%	-14.8%	0.3	-0.5
COC(=O)Nc1nnc(-c2ccccc2Cl)s1	-14.8%	-0.4	-8.2%	13.5%	13.3%	-10.1%	-0.4	-1.4
C#CCOc1ccccc1/C=N/NC(=O)c1ccccc1OCc1ccccc1	-0.8%	1.9	-3.3%	1.4%	12.5%	2.1%	-3.6	-3.4
C/C(=N\NC(=O)c1cc2c(s1)CCC(C)C2)c1cccnc1 (stereo not given)	7.1%	-4.7	-2.9%	0.1%	5.7%	-6.5%	-3.9	-28.2
Cc1c(NC(=O)COc2cccc3c2OC(C)(C)C3)c(=O)n(-c2ccccc2)n1C	-8.4%	8.2	-4.0%	3.9%	4.9%	18.7%	0.5	-2.5
CCN(CC)c1ccc(/C=C(/C#N)C(=O)NCc2ccccc2)o1	2.9%	-12.2	71.6%[activator]	-22.9%	26.4%	5.4%	29.5	-1.1
CCn1c(CC(=O)Nc2ccccc2F)nnc1SCC(=O)NC1=NCCS1	13.2%	1.7	0.2%	3.9%	-12.4%	-5.8%	0.8	0.2
Cc1ccc2nc(-c3cccc(Br)c3)c(CC3CCCCC3)n2c1	-29.0%	-1.0	1.4%	-7.6%	5.9%	-6.8%	-0.6	-0.7
CCCC(=O)Nc1nc(C)c(-c2csc(Nc3ccccc3OC)n2)s1	13.2%	-1.9	-20.2%	6.0%	2.5%	5.3%	-0.2	0.7
CCCCCN(C(=O)CCC(=O)OCC(=O)N(C)C1CCCCC1)c1c(N)n(CCCC)c(=O)[nH]c1=O	3.7%	1.5	1.7%	4.6%	-3.7%	-5.2%	-2.4	-0.7
NS(=O)(=O)c1ccc(NC(=S)N2CCC(Cc3ccccc3)CC2)cc1	-3.6%	-0.5	13.4µM*	-13.8%	17.1%	12.1%	-1.2	-2.0
CC(=O)Nc1ccc(N=NC2C(=O)N(C(N)=S)N=C2C)cc1 (stereo not given)	11.1%	?	?	-5.4%	1.9%	14.8%	-0.5	0.6
COc1ccccc1NC(=O)Cn1nnc(C(=O)NCCc2ccccc2)c1N	4.4%	-9.9	-16.4%	?	6.1%	-5.9%	-4.7	-3.5
CCOc1ccc(N(CC(=O)NCCSCc2ccccc2Cl)S(C)(=O)=O)cc1	-14.8%	8.3	-2.3%	2.2%	17.0%	4.8%	-1.5	1.5
O=C(Cn1nc(Cc2cccnc2)c2ccccc2c1=O)Nc1cc(F)ccc1F	12.5%	-4.2	5.9%	0.4%	1.7%	-8.7%	-3.2	1.5
COCc1cc(C)nc2sc(C(=O)Nc3ccccc3OC)c(N)c12	-28.0%	-0.5	-2.8%	-9.9%	-10.5%	8.8%	-0.3	-1.7
Cc1ccc(NS(=O)(=O)c2cccc(C(=O)NCC(c3cccs3)N(C)C)c2)cc1 (stereo not given)	-7.8%	4.1	-3.5%	-11.5%	-2.0%	-1.1%	-2.4	-0.8
N#Cc1cc([N+](=O)[O-])ccc1NC(=O)CSc1n[nH]c(=O)[nH]c1=O	-8.0%	-12.0	-1.9%	-0.3%	7.3%	-2.7%	0.9	0.1
CC(=O)NC12CC3CC(CC(CC(=O)O)(C3)C1)C2	24.0%	-0.7	-7.6%	2.4%	12.7%	-4.9%	-3.1	0.9
Cc1cc([N+](=O)[O-])cc2c1NCC1CC=CC21 (stereo not given)	-27.3%	-7.0	1.2%	0.2%	9.7%	-3.6%	-2.5	-1.1

Only part of the results is shown, so the mix of outcomes need not match the whole.
